Screening results deposited in PubChem BioAssay by The Scripps Research Institute Molecular Screening Center.
CHO-K1 Ca antag: counter-screen for M1 antagonists: effect in parental CHO-K1 cells; inhibition, % at 3 µM; ATP-induced calcium, Fluo-8 fluorescence; 0.6% of 360,000 active;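 active = inhibition above a per-plate cutoff, the plate's mean sample inhibition plus 3 SD, cut at about 24% in these data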;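 note: 0% = DMSO plus EC80 ATP and 100% = DMSO alone without ATP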
OXTR potentiator: human OXTR potentiation | P30559 | CHO-OTR cells, Fluo-8 calcium fluorescence, potentiator mode; 0% = oxytocin EC15, 100% = EC100 | activation, % at 3 µM | 0.061% of 320,000 active;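 active = activation above that plate's cutoff, the mean activation of tested compounds plus 3 SD, cut at about 6.6% in these data, passing the limit was not always enough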;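 note: 100% uses oxytocin at 75 nM as the full agonist control; some results filed as inactive read as strong as hits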
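Assay system: CHO cell line stably expressing human OTR | Also added: Oxytocin at about EC15, sub-maximal agonist stimulus | Times: Compound 6 min at room temperature before oxytocin, 100 s read | Measured by: Fluo-8 intracellular calcium fluorescence, ex 470-495, em 515-575 nm | Controls: EC15 oxytocin alone as 0%, 75 nM oxytocin as 100%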
M1 PAM: potentiates human M1 receptor response to acetylcholine; 0.088% of 360,000 active; CHO-K1 hM1, Fluo-8 calcium fluorescence, ACh EC20; 0% = ACh EC20, 100% = maximal ACh; activation, % at 3 µM; P11229; AID 588819; in the data active = activation above about 19%, passing the limit was not always enough
Target sequence (P11229 whole entry, looked up): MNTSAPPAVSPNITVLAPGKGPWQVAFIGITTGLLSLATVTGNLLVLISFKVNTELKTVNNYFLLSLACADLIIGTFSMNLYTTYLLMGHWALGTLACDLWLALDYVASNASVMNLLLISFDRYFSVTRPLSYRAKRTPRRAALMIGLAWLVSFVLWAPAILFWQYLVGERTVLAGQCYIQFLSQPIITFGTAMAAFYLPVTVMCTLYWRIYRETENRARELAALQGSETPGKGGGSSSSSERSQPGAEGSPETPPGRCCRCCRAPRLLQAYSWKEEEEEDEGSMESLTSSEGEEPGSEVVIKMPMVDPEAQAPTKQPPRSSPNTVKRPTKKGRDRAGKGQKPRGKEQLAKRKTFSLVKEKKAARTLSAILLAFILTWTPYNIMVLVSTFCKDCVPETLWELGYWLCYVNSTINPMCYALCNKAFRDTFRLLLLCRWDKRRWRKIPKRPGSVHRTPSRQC
CHRM1 agonist: agonists of human M1 muscarinic receptor. P11229. CHO-K1 hM1, Fluo-8 calcium fluorescence, agonist mode; 0% DMSO, 100% acetylcholine EC100. activation, % at 3 µM. 0.33% of 360,000 active;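 active = activation above the run's mean compound activation plus 3 SD, cut at about 16% in these data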;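 note: peak over basal fluorescence ratio within a 140 s kinetic read after compound addition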
CHRM4 antagonist: antagonists of human muscarinic M4 receptor (CHRM4). P08173. CHO-hM4 cells, ACh EC80, Fluo-8 calcium fluorescence. inhibition, % at 3 µM. 0.73% of 360,000 active;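 active = inhibition above its plate's cutoff, the mean inhibition of sample wells plus 3 SD, cut at about 27% in these data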;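 note: 0% = acetylcholine EC80 with DMSO and 100% = DMSO without agonist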
Target sequence (P08173 whole entry, looked up): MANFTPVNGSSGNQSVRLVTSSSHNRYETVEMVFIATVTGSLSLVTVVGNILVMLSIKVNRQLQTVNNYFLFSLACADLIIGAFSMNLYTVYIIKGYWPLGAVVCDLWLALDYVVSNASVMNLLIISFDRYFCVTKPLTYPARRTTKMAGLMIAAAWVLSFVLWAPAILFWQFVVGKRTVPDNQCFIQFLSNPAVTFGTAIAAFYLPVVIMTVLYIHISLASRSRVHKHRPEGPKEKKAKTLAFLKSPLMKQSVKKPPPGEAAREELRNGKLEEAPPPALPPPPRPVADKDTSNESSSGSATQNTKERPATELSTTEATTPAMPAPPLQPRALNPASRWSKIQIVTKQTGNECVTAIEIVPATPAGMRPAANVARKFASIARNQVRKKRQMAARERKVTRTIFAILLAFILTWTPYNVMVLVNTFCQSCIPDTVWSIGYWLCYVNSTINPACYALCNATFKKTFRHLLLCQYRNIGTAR
CHRM1 antagonist: blocks human M1 muscarinic receptor | P11229 | CHO-K1 hM1, Fluo-8 calcium fluorescence, ACh EC80 antagonist | inhibition, % at 3 µM | 1.3% of 360,000 active | AID 588852;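 active = percent inhibition above its own plate's cutoff, namely the mean of that plate's compound wells plus 3 SD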;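 note: peak over basal fluorescence ratio during 140 s after agonist addition; 0% = ACh EC80 plus DMSO and 100% = DMSO alone without agonist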
CHO-K1 Ca ag: counter-screen for M1 agonists: effect in parental CHO-K1 cells. 0.48% of 360,000 active. AID 602248. activation, % at 3 µM. Fluo-8 calcium fluorescence; scaled to maximal ATP response, vehicle zero; in the data active = activation above about 15%;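 note: untransfected CHO-K1 host cells lacking M1 receptor as counterscreen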
CHRM4 agonist: CHRM4 agonism in calcium assay | 0.14% of 360,000 active | activation, % at 3 µM | P08173 | AID 624127 | CHO-K1 hM4/Gqi5, Fluo-8 calcium fluorescence; vehicle 0%, full acetylcholine response 100%;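 active = activation above the run mean over all test wells plus 3 SD, cut at about 32% in these data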;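 note: peak over basal fluorescence ratio per well then scaled between controls; 0% = DMSO wells and 100% = acetylcholine at EC100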
CHO parental Ca: signal in parental CHO cells, OX1R antagonist counter-screen; parental CHO-K1, ATP-induced calcium, Fluo-8 fluorescence; inhibition, % at 5.6 µM; 0.63% of 330,000 active;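 active = inhibition above that plate's mean sample inhibition plus 3 SD, cut at about 26% in these data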;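 note: 0% = ATP-challenged DMSO wells and 100% = DMSO wells without ATP; some compounds past the cut are filed as inactive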
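Material: Parental CHO cells | Reagent: ATP | Compound dosing: Single nominal dose of 5.6 µM per compound | Detection: Intracellular calcium via Fluo-8 no-wash fluorescent dye | Read-out: % inhibition of ATP-induced calcium mobilization | Benchmarks: Low control ATP plus DMSO, high control DMSO only | Replicates: Singlicate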
Numbers without * were called inactive; . = no result given.

Every second line gives: CHRM1 agonist	CHRM1 antagonist	CHRM4 antagonist	CHRM4 agonist	CHO-K1 Ca antag	M1 PAM	OXTR potentiator	CHO parental Ca	CHO-K1 Ca ag
Cc1cc(C(=O)COC(=O)C2=COCCO2)c(C)n1-c1cccc(F)c1
→ -4	0	-7	3	-10	0	-9	-14	2.7
O=C(NCCNCCO)C1(C(F)(F)F)C/C(=C\CCO)CCCO1 (stereo not given)
→ -2	15	6	2	9	-8	-4	-9	-0.4
Cc1nc2c(C#N)cnn2c2c1CCN2CC1CCCO1 (stereo not given)
→ -3	-4	-5	1	-19	8	-17	0	-0.6
Fc1ccc(-c2n[nH]c(=S)n2-c2ccc3c(c2)OCCO3)cc1
→ -3	-13	7	0	-15	9	-6	-2	1.3
COc1ccc(Cl)cc1NC(=O)CCn1cnc2ccccc2c1=O
→ 1	-14	-4	3	1	3	-11	-22	2.2
CC(C)c1ccc(CN2CCSCC2)cc1
→ -7	-4	0	0	-3	6	-12	7	-0.2
c1ccc(-c2onc3cc4c(cc23)OCCO4)cc1
→ -4	-2	0	2	2	3	-11	-9	0.2
COc1ccc(CCNC(=O)C2CC(c3ccc([N+](=O)[O-])cc3)=NO2)cc1 (stereo not given)
→ 0	-4	-1	6	-9	13	-11	-8	1.9
O=C(NCc1cccnc1)c1noc2c1CCCCC2
→ -8	6	-7	0	-8	0	-3	-7	0.2
N#C/C(=C\c1ccccc1)C(=O)NC1CC1
→ -5	-9	0	2	-2	8	-3	-12	0.2
C=CCN1C(=O)c2ccc(C(=O)NCCc3ccc(F)cc3)cc2C1=O
→ 4	-4	6	8	19	14	-11	-13	1.3
CCCC1=C(C(=O)OCC)C(c2ccc(O)cc2)n2ncnc2N1 (stereo not given)
→ -4	-13	-8	2	-11	5	-1	-18	0.5
COc1ccc(CCNC(=O)CCS(=O)(=O)c2ccc3c(c2)NC(=O)C(C)S3)cc1OC (stereo not given)
→ 2	9	3	8	-11	-1	-6	-23	5.3
O=C(CNS(=O)(=O)c1cccc(Cl)c1)OCc1csc(-c2ccccc2)n1
→ -5	-8	-6	3	-7	9	-6	-14	0.9
O=c1[nH]c2cc3c(cc2cc1CN(Cc1nnnn1C1CCCC1)C1CCCC1)OCCO3
→ -5	9	2	1	-6	-4	-4	-13	0.0
Cn1c(=O)c2ncn(CC(=O)Nc3ccc4c5c(cccc35)CC4)c2n(C)c1=O
→ -3	-13	-4	2	-6	10	-7	0	0.3
COc1ccc(Cn2c(C)nc([N+](=O)[O-])c2SCC(=O)O)cc1[N+](=O)[O-]
→ -5	1	-4	1	-12	2	-10	-7	0.4
O=C(c1cc(=O)[nH]c2ccccc12)N1CCN(c2ccc([N+](=O)[O-])cc2)CC1
→ -4	6	2	7	-6	-4	-2	-2	5.3
N#Cc1ccc(Cl)cc1NC(=O)COC(=O)[C@H](CCC(N)=O)NC(=O)c1ccc(F)cc1
→ -5	-1	-7	1	10	5	-6	-8	-0.2
CN(C)C(=N)c1n[nH]nc1SCc1ccc(Cl)c(Cl)c1
→ -1	-11	-5	1	-15	13	-11	-8	2.2
Cc1ccc(N=C(c2cccs2)N2CCOCC2)cc1
→ -3	-6	-9	0	-9	5	0	-1	0.2
O=C(Nc1ccc(S(=O)(=O)Nc2ncccn2)cc1)c1cccc(S(=O)(=O)N2CCOCC2)c1
→ -4	0	-5	0	-9	0	-4	-9	1.6
Cc1c(C(=O)N/N=C/c2cccnc2)nnn1-c1nonc1N
→ 0	1	4	3	-2	5	-10	5	0.0
Cc1cc(C)c(C(=O)CSc2nnc(C)c(=O)[nH]2)cc1C
→ -5	-6	2	4	14	6	-11	-11	-0.6
Cc1ccc(C)c(NC(=O)c2ccc(OCc3c(C)noc3C)cc2)c1
→ -4	-5	3	2	-8	8	-6	-14	0.6
CC(C)(C)c1csc(NC(=O)CCc2ccccc2)n1
→ -7	-13	-5	2	-8	-4	-21	-22	0.6
CCCCN1C(=O)C(CC(=O)NCc2cccs2)CC(C(=O)N(C(C)C)C(C)C)=C1C (stereo not given)
→ -5	-16	-13	0	-9	7	.	.	0.2
C(=N\Nc1ncnc2sc3c(c12)CCC3)/c1ccncc1
→ -4	-7	3	1	2	7	-7	-23	-0.1
COc1cc(C(O)c2nc(-c3cccc(NC(C)=O)c3)cs2)ccc1F (stereo not given)
→ 2	8	-12	11	6	-3	.	.	5.0
COc1ccc(NC(=O)COC(=O)Cc2coc3cc(OC)ccc23)c(OC)c1
→ -1	-8	-8	4	-11	5	-8	-21	-0.1
O=C(COC(=O)c1ccccc1Br)Nc1ccccc1F
→ 0	-11	-4	0	-16	12	-11	-6	1.1
COc1cc2nc(C3CCC3)n(NC(=O)C3CCCC(OC)C3)c(=O)c2cc1OC (stereo not given)
→ -4	-3	-10	3	4	-2	-5	-18	1.2
COc1ccc(CCNC(=O)CS(=O)Cc2nc(-c3ccccc3Cl)oc2C)cc1OC (stereo not given)
→ -6	-3	5	2	-10	2	-4	-19	2.1
Cc1ccc(S(=O)(=O)Oc2ccc(/C=N/NC(=O)c3nn(C)cc3Cl)cc2)cc1
→ -3	-6	-4	2	-5	3	-21	3	1.9
Cc1cc(C)cc(C(=O)N/N=C/c2ccoc2)c1
→ -4	2	-3	1	-3	2	-5	-8	0.5
CCCC12CN(C(=O)c3ccc(OC)cc3)CC(C)(CN(C(=O)c3ccc(OC)cc3)C1)C2=O
→ -1	7	-4	12	-4	-4	-11	-23	4.7
Cc1cc(C(=O)Nc2cccc3ccccc23)co1
→ -3	-6	-16	1	2	2	-4	-9	0.2
O=c1nc(N2CCCCC2)nc(Nc2ccccc2)[nH]1
→ -5	-4	8	1	-8	0	-4	-5	3.0
COc1ccccc1C(=O)Nc1cccc(N(C)S(C)(=O)=O)c1
→ 1	-12	-4	1	16	-5	-2	-5	0.4
CCOc1ccc(N2CC(C(=O)NCc3ccccc3)CC2=O)cc1 (stereo not given)
→ -3	-5	-1	1	-13	9	-3	0	0.1
COc1ccc(-n2ncc3c(NCc4cccnc4)ncnc32)cc1
→ -4	14	3	19	7	-10	1	-4	7.5
CC(C)Cn1c(-c2cccnc2)nc2c1c(=O)[nH]c(=O)n2CC(C)C
→ -2	-9	-2	1	-12	8	0	-9	1.0
CC12CCC(=O)C=C1CCCC2=O (stereo not given)
→ 0	-14	-3	2	-4	10	.	.	0.5
Cn1c(SCC(=O)c2ccc3c(c2)OCCO3)nnc1C(F)(F)F
→ -4	-10	-5	1	5	8	3	-14	0.5
O=C(Nc1ccc(-c2nc3ccccc3[nH]2)cc1)c1ccco1
→ -2	4	16	7	-4	-2	-10	-1	1.9
COc1ccc(S(=O)(=O)N2CCOCC2)cc1NC(=O)COC(=O)CC1CC2CCC1C2 (stereo not given)
→ -1	-3	6	6	1	1	-8	-17	-0.3
O=C(NCCc1c[nH]c2ccccc12)C(=O)NCC1OCCN1S(=O)(=O)c1cc(F)ccc1F (stereo not given)
→ -1	-10	9	16	-6	2	-3	-8	6.9
O=C(COC(=O)c1ccc(S(=O)(=O)N2CCOCC2)cc1)NCc1cccs1
→ -7	-5	-2	1	-9	7	-10	-2	1.4
CC1(C)CC(=O)C2=C(C1)N(Cc1ccco1)C(=O)C2(O)C(F)(F)F (stereo not given)
→ -4	-7	-12	0	-6	8	-1	-4	-0.7
S=C(NCCc1ccccc1)Nc1nccs1
→ -6	10	2	2	7	-5	-16	-4	0.1
CCOC(=O)c1cn(CC)c2cc(Cl)c([N+](=O)[O-])cc2c1=O
→ -4	15	7	1	18	-3	-7	-2	3.8
CC(C)(C)c1ccc(C(=O)CSc2n[nH]c(=O)[nH]c2=O)cc1
→ -9	14	11	1	-1	-8	1	-8	1.0
Cc1c(C(c2cc(O)ccc2Cl)c2c(C)n(C)n(-c3ccccc3)c2=O)c(=O)n(-c2ccccc2)n1C
→ -4	-9	6	0	13	3	-3	-5	0.4
O=C(c1ccccc1)N1CCC(CC2CC(c3ccc(Cl)cc3)=NO2)(C(=O)NCC2CCCCC2)CC1 (stereo not given)
→ -3	-12	2	0	-9	6	2	-33	0.1
CN1CCN(S(=O)(=O)c2ccc(N(C)Cc3cccc(F)c3)nc2)CC1
→ -3	-2	1	2	-1	1	-6	-10	0.9
CCCCCOC(=O)CC(C(=O)OCCCCC)N1CCCCC1 (stereo not given)
→ 2	-4	-5	0	19	5	-3	-16	-0.4
O=C1CCCc2nc(N3CCN(C(=O)c4ccco4)CC3)ncc21
→ -3	-3	-2	4	-1	8	-5	-1	1.3
COc1ccc(C(C2C(=O)CC(C)(C)CC2=O)C2C(=O)CC(C)(C)CC2=O)cc1CO
→ -2	0	-5	1	-8	-3	.	.	-0.2
COc1ccc(C)cc1S(=O)(=O)NC1CCCCC1C (stereo not given)
→ -3	-13	2	0	-6	8	-4	-24	0.2
CN(C)C(=O)c1ccc(NC(=O)c2ccc(-c3ccc(Cl)cc3)o2)cc1
→ 1	-7	-6	8	-14	3	-17	-30	3.5

Remaining list, next part:
Every second line gives: CHRM1 agonist	CHRM1 antagonist	CHRM4 antagonist	CHRM4 agonist	CHO-K1 Ca antag	M1 PAM	OXTR potentiator	CHO parental Ca	CHO-K1 Ca ag
CCCS(=O)(=O)NC(=O)C1(C)CCN(C(=O)c2oc3ccccc3c2C)C1 (stereo not given)
→ -2	-12	7	0	-9	6	.	.	0.6
O=C(NCCn1ccc2ccccc21)c1ccc2c(c1)OCO2
→ -4	-10	-2	2	7	4	-4	-7	0.1
CC(=O)NS(=O)(=O)c1ccc(NC(=O)c2ccc3c(c2)OCO3)cc1
→ -5	-9	12	0	10	5	.	.	1.6
CC(=O)Nc1cccc(NC(=O)c2cc(-c3cccnc3)nc3ccc(Br)cc23)c1
→ -5	42*	31*	27	6	-22	-11	-12	5.8
O=C(c1ccccc1)C(O)(Cc1ccccc1)c1ccccc1 (stereo not given)
→ -6	2	9	-2	-13	-8	-12	-27	0.4
CCOC(=O)c1ccc(NC(=O)Nc2ccc(OC)c(OC)c2)cc1
→ 4	5	0	22	-1	-4	-25	0	8.2
O=c1cc[nH]c2cc(Cl)ccc12
→ -1	3	0	0	-6	5	3	1	2.9
CC(=O)c1ccc(OCc2ncc(C(F)(F)F)cc2Cl)cc1
→ -6	-8	-5	1	-10	2	1	-8	0.0
OC[C@@H]1CN(Cc2ccc3c(c2)OCO3)C[C@H](n2cnc3c(NC4CCC4)ncnc32)O1
→ -2	-13	-4	3	-5	10	.	.	1.2
CCOC(=O)CN(C(=O)COc1nc(-c2ccccc2)cc(C)c1C#N)c1ccc(C)cc1
→ -3	-6	5	0	-6	8	-1	-24	0.8
